Compound activity (PubChem)
CYP2C9 inh – blockers of cytochrome P450 2C9 activity – biochemical, luminescence, ADME assay, primary screen | P11712 | CYP2C9 Supersomes, luciferin-H conversion | inhibition, % at 5 µM | actives 20% (n = 96,000);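 active = blocking of liver enzyme CYP2C9 beyond about 50% at 5 µM, limit read from the data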; also: values of inactives mirror those of a sister screen read the other way
PTPN22 act – LYP phosphatase activators, primary screen, biochemical, DiFMUP fluorescence, 2 µM | activation, % at 2 µM | recombinant LYP; 0 = plate median, 100 = signal doubled | Tyrosine-protein phosphatase non-receptor type 22 (Homo sapiens), Q9Y2R2 | actives 0.11% (n = 96,000);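 active = activation at 2 µM above a set limit, the mean plus 5 SD, cut at about 37% in these data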
hDAT+cocaine – changed hDAT dopamine uptake under cocaine IC80, either direction, primary screen, cocaine antagonist project, cell-based, LLC-PK1 hDAT, [14C]-dopamine uptake, MLSMR | B-score at 10 µM | actives 1.3% (n = 110,000) | LLC-PK1 hDAT cells, [14C]-dopamine uptake with cocaine IC80; actives deviate in either direction | Sodium-dependent dopamine transporter (Homo sapiens), Q01959;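 active = Z score or B-score, a plate-position-corrected score, falls beyond the plate's 99.7% confidence bounds, in either direction; inactive = both scores lie inside the 99.7% bounds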;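 also: scored against the spread of the other compound wells on the same plate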
CYP2C9 act – human CYP2C9 activators, primary screen, biochemical, luminescence; Cytochrome P450 2C9 (Homo sapiens), P11712; recombinant CYP2C9, luciferin-H conversion; stronger effect = higher value; factor 1 = untreated enzyme, 0 = blocked; activation factor at 5 µM; actives 1.4% (n = 96,000); AID 1024, 2008;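 active = activation factor of 2 or more for CYP2C9 at a 5 µM dose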;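 also: 0 = sulfaphenazole-blocked wells and 1 = vehicle-only wells; values of inactives mirror those of a sister screen read the other way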
Pyk2 oligo antag – antagonists of Pyk2 self-association, primary screen, Q293 cells, FERM NanoBiT luminescence, HTS. Protein-tyrosine kinase 2-beta (Homo sapiens), Q14289. z-score (the deposit names both 25 µM and 10 µM). stronger effect = lower value. actives 0.83% (n = 99,000). AID 1347419, 2020;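 active = Z-score of -3 or lower, scaled per plate to the spread of control and sample wells; inactive = z-score above -3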;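 also: negative z-score means lost luminescence so less FERM oligomerization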
Target sequence (Q14289 whole entry, looked up): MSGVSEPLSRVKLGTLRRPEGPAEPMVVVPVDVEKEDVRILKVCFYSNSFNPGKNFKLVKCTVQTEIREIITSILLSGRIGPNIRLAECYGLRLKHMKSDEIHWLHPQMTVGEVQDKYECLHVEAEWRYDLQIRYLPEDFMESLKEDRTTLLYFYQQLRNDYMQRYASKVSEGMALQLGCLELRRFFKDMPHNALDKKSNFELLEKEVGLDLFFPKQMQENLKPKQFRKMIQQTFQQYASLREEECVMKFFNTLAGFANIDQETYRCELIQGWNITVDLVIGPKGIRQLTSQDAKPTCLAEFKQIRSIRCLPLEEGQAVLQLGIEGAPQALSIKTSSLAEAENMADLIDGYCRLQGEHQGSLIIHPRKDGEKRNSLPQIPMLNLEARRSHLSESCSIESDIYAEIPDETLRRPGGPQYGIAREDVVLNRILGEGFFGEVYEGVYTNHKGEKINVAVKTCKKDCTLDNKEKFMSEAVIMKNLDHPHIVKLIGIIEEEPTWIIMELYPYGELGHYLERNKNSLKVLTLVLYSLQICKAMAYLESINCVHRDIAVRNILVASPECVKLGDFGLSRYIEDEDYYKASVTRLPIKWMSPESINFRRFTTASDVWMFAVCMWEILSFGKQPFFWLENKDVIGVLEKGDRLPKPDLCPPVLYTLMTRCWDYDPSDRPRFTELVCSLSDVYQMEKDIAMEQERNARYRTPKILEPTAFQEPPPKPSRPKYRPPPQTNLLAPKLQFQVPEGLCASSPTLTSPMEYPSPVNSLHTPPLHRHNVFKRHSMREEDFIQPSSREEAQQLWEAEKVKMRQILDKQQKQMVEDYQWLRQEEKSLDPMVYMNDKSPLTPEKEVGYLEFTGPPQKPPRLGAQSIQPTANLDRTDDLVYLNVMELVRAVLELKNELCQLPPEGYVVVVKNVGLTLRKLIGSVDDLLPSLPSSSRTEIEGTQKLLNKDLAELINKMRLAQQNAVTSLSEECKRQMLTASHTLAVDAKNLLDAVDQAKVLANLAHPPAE
PostGolgi yeast – phenotypic screen on post-Golgi transport, primary screen. inhibition, % at 10 µM. post-Golgi transport phenotypic cell assay. actives 0.9% (n = 98,000);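 also: yeast cells grown in 1536-well plates; yeast grown about 18 h at 30C before absorbance read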
PTPN22 inh 2 – PTPN22 phosphatase inhibitors, primary screen, biochemical, DiFMUP fluorescence, 2 µM | actives 0.21% (n = 96,000) | recombinant LYP catalytic domain | Tyrosine-protein phosphatase non-receptor type 22 (Homo sapiens), Q9Y2R2 | inhibition, % at 2 µM | AID 640, 2007;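 active = inhibition at 2 µM at or above a set limit, the screen mean plus 3 SD, cut at about 24% in these data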;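 also: 0% = DMSO with enzyme and 100% = enzyme fully blocked by orthovanadate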
PostGolgi ctrl – growth inhibition of yeast control strain, primary screen, counter-screen for post-Golgi transport modulator project; efflux-deficient yeast background strain, growth absorbance A615, 16 h; inhibition, % at 10 µM; actives 5% (n = 98,000); AID 738, 2007
Ecoli WT expand – growth inhibitors of wild-type E. coli, primary screen, strain BW25113, expanded library, OD600. OD600 absorbance. AID 710, 2007. actives 0.15% (n = 98,000). growth inhibition, % at 100 µM;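 active = growth inhibition above about 50% at one test dose, limit read from the data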;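 also: growth measured after 20 h incubation at 37 °C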
* = called active by the depositor; / = not tested or not shown. Rule as the data show it, unless noted: active = inhibition above about 30%; inactive = the rest.

Every second line gives: CYP2C9 inh | PTPN22 act | hDAT+cocaine | CYP2C9 act | Pyk2 oligo antag | PostGolgi yeast | PTPN22 inh 2 | PostGolgi ctrl | Ecoli WT expand
#1 CCOC(=O)c1c(NC(=O)CC2SC(N)=NC2=O)sc2c1CCCC2 (centres undefined)
 : 64* | 4 | 1.7 | 0.4 | -1.3 | 5 | -2 | 8 | -1
#2 O=C(c1ccc(F)cc1)N1CCN(c2cc(N3CCCCC3)c(F)cc2[N+](=O)[O-])CC1
 : 86* | -14 | 0.017 | 0.1 | -0.25 | 1 | 18 | 25 | -14
#3 c1ccc(C(c2nnnn2C2CCCCC2)N2CCc3ccccc3C2)nc1 (centres undefined)
 : 0 | 0 | -0.16 | 1 | 1.3 | 1 | 3 | 0 | 7
#4 Cc1ccc(-n2nc3c(n2)/C(=N/O)CC/C3=N\O)cc1
 : / | 1 | -0.68 | / | -2.8 | / | -4 | / | /
#5 C/C=C(\C)c1nnc(NC(=O)c2ccco2)s1
 : 12 | 14 | 0.25 | 0.9 | -0.01 | 0 | -18 | 8 | -13
#6 c1cncc(-c2nnc(-c3cccs3)o2)c1
 : -51 | 2 | -0.19 | 1.5 | -0.16 | -3 | -2 | 1 | 11
#7 C=CCN1C(=O)N(/C=C/C)c2cccc3cccc1c23
 : 18 | 7 | -0.34 | 0.8 | -3.7* | 4 | -12 | 30* | 4
#8 CCn1ccc(C(=O)Nc2ccc(Cl)cn2)n1
 : 39 | / | 0.52 | 0.6 | / | -5 | / | 5 | 8
#9 COc1ccc(C(c2nnnn2Cc2cccs2)N2CCN(c3ccc(F)cc3)CC2)cc1OC (centres undefined)
 : 35 | 0 | 1.2 | 0.6 | -3.3* | 18 | -2 | 8 | -8
#10 Cc1cnc(NC(=O)C2CCCC2)s1
 : 11 | 5 | -0.58 | 0.9 | 0.78 | -8 | -6 | -2 | 0
#11 C=CCOC(=O)COc1ccc2c(C)c(C)c(=O)oc2c1C
 : / | 1 | -0.64 | / | 0.7 | -4 | 3 | 6 | 0
#12 CCCn1c(CC)nc([N+](=O)[O-])c1S(=O)(=O)c1ccccc1
 : 18 | 8 | 0.73 | 0.8 | -0.3 | 2 | -6 | 17 | -1
#13 CN1CCN(c2ccc(Cl)cc2NC(=O)C2COc3ccccc3O2)CC1 (centres undefined)
 : 38 | / | 0.72 | 0.6 | -0.87 | -3 | / | 30* | -8
#14 Cc1nn(CCOc2ccccc2)c(=O)n1-c1cccc(F)c1
 : -44 | -10 | -0.23 | 1.4 | 0.21 | 2 | 14 | 21 | 4
#15 Cc1ccc(C(=O)COC(=O)CCC(=O)Nc2cccc(Cl)c2)cc1[N+](=O)[O-]
 : -3 | 2 | -0.76 | 1 | 0.34 | -10 | 0 | 15 | -7
#16 O=C(Oc1cccc(NC(=O)c2ccccc2Cl)c1)c1ccc([N+](=O)[O-])cc1
 : 25 | -2 | -1.2 | 0.7 | 1.2 | 10 | 5 | 15 | -2
#17 CCC(C)C(=O)Nc1ncc2c(n1)CC(c1cccs1)CC2=O (centres undefined)
 : 29 | 1 | -1.3 | 0.7 | 0.44 | 7 | -3 | 6 | -3
#18 Cc1ccccc1CN1CCN(C/C=C/c2ccccc2)CC1
 : 0 | 2 | 1.6 | 1 | -0.79 | -1 | -2 | 0 | -7
#19 CC1CCCCN1C(=O)c1ccccc1NC(=O)c1ccco1 (centres undefined)
 : 0 | / | 1.2 | 1 | 0.39 | 1 | / | 0 | -4
#20 Cn1c(=O)c2c(nc(Cl)n2Cc2ccncc2)n(C)c1=O
 : 6 | / | -0.94 | 0.9 | 0.49 | 1 | / | -1 | 2
#21 O=C(CSc1nnnn1C1CCCC1)c1ccc2c(c1)OCCO2
 : 27 | -1 | -0.61 | 0.7 | -0.88 | 0 | -2 | 7 | 3
#22 COc1ccccc1-c1nnc(SCC(=O)Nc2ccc(Cl)cc2Cl)o1
 : 38 | / | -1.4 | 0.6 | 1.3 | 1 | / | 8 | 14
#23 O=C(CCC(=O)N(c1cccc(F)c1)C(C(=O)NC1CCCC1)c1ccncc1)Nc1cccnc1 (centres undefined)
 : / | -3 | -0.22 | / | -0.27 | 1 | 1 | 1 | -12
#24 CCN1C(=O)/C(=C/C=C2/SCCN2C)SC1=S
 : 8 | -8 | -0.78 | 0.9 | -2.5 | 0 | 10 | -3 | -1
#25 CN1CCN(C(=O)c2ccccc2-c2nc(-c3ccc(Cl)cc3)no2)CC1
 : 56* | 8 | 0.29 | 0.4 | -0.01 | 1 | -12 | 8 | -1
#26 COc1ccc(N2CCN(Cc3cc(=O)oc4ccc(C)cc34)CC2)cc1
 : -3 | 4 | -0.23 | 1 | -0.25 | -2 | -3 | 11 | -2
#27 O=C(Cn1c(=O)oc2cc(S(=O)(=O)N3CCCC3)ccc21)N1CCCC1
 : 20 | -7 | 0.76 | 0.8 | / | -5 | 6 | 9 | 3
#28 O=S(=O)(c1ccc(-c2csc(=Nc3ccccc3)n2CCCN2CCOCC2)cc1)N1CCOCC1
 : 36 | 8 | 1.4 | 0.6 | -0.09 | 0 | -5 | 8 | -3
#29 CCCCNC(=O)CC1N=C2c3ccccc3N=C(SCC(=O)Nc3cccc(OC)c3)N2C1=O (centres undefined)
 : 32 | -8 | 0.94 | 0.7 | 0 | -10 | 5 | 5 | 1
#30 COc1ccc(C2CC(c3c(-c4ccccc4)c4cc(Cl)ccc4[nH]c3=O)=NN2S(C)(=O)=O)cc1 (centres undefined)
 : 37 | 6 | 0.6 | 0.6 | -0.53 | -4 | -4 | 9 | -13
#31 C=CCNC(=O)c1onc(CSc2ccc(C(C)C)cc2)c1C(=O)O
 : 87* | 4 | -0.68 | 0.1 | / | -4 | -1 | 33* | -13
#32 CCSc1ccc2nnc(-c3cccc(F)c3)n2n1
 : 20 | 6 | -0.17 | 0.8 | -0.87 | -5 | -7 | 10 | 2
#33 COCCN(C(=O)CCC(=O)Nc1cccnc1)C(C(=O)NC1CCCCC1)c1ccccc1 (centres undefined)
 : 26 | 0 | -0.061 | 0.7 | 0.95 | 1 | -3 | 8 | -2
#34 CC1CN(S(=O)(=O)c2ccc(NC(=O)CCN3C(=O)c4ccccc4C3=O)cc2)CC(C)O1 (centres undefined)
 : 57* | 0 | / | 0.4 | 0.26 | 4 | -2 | -3 | 0
#35 CCNc1cc2oc(=O)c(CN3CCOCC3)c(C)c2cc1C
 : -227 | 2 | 0.0097 | 3.3* | 0.93 | 7 | -4 | 1 | 3
#36 O=C(Oc1ccccc1-c1nnco1)c1ccccc1
 : 40 | 1 | 1.1 | 0.6 | 0.2 | 7 | 2 | -2 | 7
#37 CC(=O)c1ccc(NC(=O)CCNS(=O)(=O)c2cccc3nonc23)cc1
 : -6 | / | 0.34 | 1.1 | 0.01 | -14 | / | 10 | 6
#38 CCCCNCc1cc(OCC)c(OCC(N)=O)cc1Br
 : 3 | 4 | -0.5 | 1 | 0.41 | -8 | -3 | 8 | 1
#39 O=C1c2ccccc2C(=O)C12OC(c1ccccc1)C1(C(=O)c3ccccc3C1=O)C2c1ccc([N+](=O)[O-])cc1 (centres undefined)
 : / | 2 | -0.51 | / | -0.76 | / | -2 | / | /
#40 Nc1nc(Br)c2c(F)cccc2c1-c1ccc(F)cc1
 : 29 | -3 | -0.74 | 0.7 | -0.87 | 13 | 6 | 26 | -5
#41 Cc1[nH]nc2c1C(C(C)C)C(C#N)=C(N)O2 (centres undefined)
 : 27 | -3 | 0.54 | 0.7 | -0.7 | 1 | 1 | 2 | 13
#42 c1ccc(COc2ccc(-c3csnn3)cc2)cc1
 : 45 | -9 | -0.28 | 0.5 | 0.3 | -1 | 11 | 18 | -11
#43 CCOC(=O)N1CCC(NC(=O)c2ccc3c(c2)N(Cc2ccc(F)cc2)CCS3)CC1
 : 24 | -10 | -0.16 | 0.8 | / | 2 | 11 | 12 | -6
#44 CCOc1ccc2nc(NCCNC(=O)Nc3ccccc3)c(C#N)cc2c1
 : 33 | -10 | 0.099 | 0.7 | 0.39 | -1 | 9 | -1 | -6
#45 CC(C)C(=O)Nc1ccc(Cc2ccc(NC(=O)C(C)C)c(O)c2)cc1O
 : 93* | 26 | -0.83 | 0.1 | -0.01 | -2 | -23 | 17 | 0
#46 C=CCn1c(N)c(C(=O)NCc2cccnc2)sc1=S
 : 78* | 2 | -1 | 0.2 | -0.5 | 5 | -2 | 4 | -1
#47 COc1ccc(N2CCN(S(=O)(=O)c3ccc(OC)cc3)CC2)cc1
 : / | -2 | 0.94 | / | -2.2 | / | 3 | / | /
#48 CCN(CC)C(=O)C(C)OC(=O)COc1ccc(Cl)cc1C (centres undefined)
 : -4 | 2 | -0.75 | 1 | 2.3 | 15 | -5 | 7 | -1

Entries of single compounds, quoted from the list. Screens in order: CYP2C9 inh | PTPN22 act | hDAT+cocaine | CYP2C9 act | Pyk2 oligo antag | PostGolgi yeast | PTPN22 inh 2 | PostGolgi ctrl | Ecoli WT expand
Profile of CN1CCN(C(=O)c2ccccc2-c2nc(-c3ccc(Cl)cc3)no2)CC1 : 56* | 8 | 0.29 | 0.4 | -0.01 | 1 | -12 | 8 | -1
Profile of CCCn1c(CC)nc([N+](=O)[O-])c1S(=O)(=O)c1ccccc1 : 18 | 8 | 0.73 | 0.8 | -0.3 | 2 | -6 | 17 | -1
Profile of C=CCn1c(N)c(C(=O)NCc2cccnc2)sc1=S : 78* | 2 | -1 | 0.2 | -0.5 | 5 | -2 | 4 | -1
Profile of O=C1c2ccccc2C(=O)C12OC(c1ccccc1)C1(C(=O)c3ccccc3C1=O)C2c1ccc([N+](=O)[O-])cc1 (centres undefined) : / | 2 | -0.51 | / | -0.76 | / | -2 | / | /
Profile of C=CCOC(=O)COc1ccc2c(C)c(C)c(=O)oc2c1C : / | 1 | -0.64 | / | 0.7 | -4 | 3 | 6 | 0

Reprinted at random: four entries already listed, in no set order.
Every second line gives: CYP2C9 inh | PTPN22 act | hDAT+cocaine | CYP2C9 act | Pyk2 oligo antag | PostGolgi yeast | PTPN22 inh 2 | PostGolgi ctrl | Ecoli WT expand
#39 O=C1c2ccccc2C(=O)C12OC(c1ccccc1)C1(C(=O)c3ccccc3C1=O)C2c1ccc([N+](=O)[O-])cc1 (centres undefined)
 : / | 2 | -0.51 | / | -0.76 | / | -2 | / | /
#47 COc1ccc(N2CCN(S(=O)(=O)c3ccc(OC)cc3)CC2)cc1
 : / | -2 | 0.94 | / | -2.2 | / | 3 | / | /
#37 CC(=O)c1ccc(NC(=O)CCNS(=O)(=O)c2cccc3nonc23)cc1
 : -6 | / | 0.34 | 1.1 | 0.01 | -14 | / | 10 | 6
#43 CCOC(=O)N1CCC(NC(=O)c2ccc3c(c2)N(Cc2ccc(F)cc2)CCS3)CC1
 : 24 | -10 | -0.16 | 0.8 | / | 2 | 11 | 12 | -6
